hIAP act – human IAP activators, primary screen, biochemical, luminescence, uHTS; Intestinal-type alkaline phosphatase (Homo sapiens), P09923; purified human IAP, CDP-Star luminescence, 30 min; stronger effect = higher value; 1 = vehicle-only enzyme, 0 = enzyme-free background; activation factor at 10 µM; 330,000 compounds, 0.16% hits; AID 2524, 2010;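 active = activation factor of the enzyme at least 2-fold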; also: the source names both 10 and 20 µM as test concentration; values of inactives mirror those of a sister screen read the other way
Target sequence (P09923 whole entry, looked up): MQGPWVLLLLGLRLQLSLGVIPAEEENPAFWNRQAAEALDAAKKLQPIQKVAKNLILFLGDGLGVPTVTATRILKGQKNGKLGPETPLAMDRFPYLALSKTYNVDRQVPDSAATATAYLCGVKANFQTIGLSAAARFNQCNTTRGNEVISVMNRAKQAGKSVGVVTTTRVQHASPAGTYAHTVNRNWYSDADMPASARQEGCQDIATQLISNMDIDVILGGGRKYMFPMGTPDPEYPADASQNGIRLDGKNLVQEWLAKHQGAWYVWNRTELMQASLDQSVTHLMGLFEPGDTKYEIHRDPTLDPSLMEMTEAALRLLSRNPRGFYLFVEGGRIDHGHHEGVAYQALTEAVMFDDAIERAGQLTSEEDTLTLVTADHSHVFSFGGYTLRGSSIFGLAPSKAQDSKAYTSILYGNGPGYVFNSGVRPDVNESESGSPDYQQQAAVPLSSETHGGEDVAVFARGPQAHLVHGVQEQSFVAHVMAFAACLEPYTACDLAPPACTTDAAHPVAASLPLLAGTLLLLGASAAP
NLRP3 yeast inh – NALP3 inflammasome inhibitors in reconstituted yeast, primary screen, luminescence, uHTS. AID 2825, 2010. Yeast reconstituted NLRP3/ASC/caspase-1, beta-gal luminescence, 24 h. inhibition, % at 10 µM. 330,000 compounds, 0.39% hits;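 active = inhibition of 50% or more; inactive = inhibition below 50%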;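 also: plate controls were induced DMSO wells for no effect and uninduced yeast grown without galactose for full effect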
APOBEC3G inh – APOBEC3G DNA deaminase inhibitors, primary screen, biochemical, fluorescence, single-stranded DNA substrate, uHTS. DNA dC->dU-editing enzyme APOBEC-3G (Homo sapiens), Q9HC16. recombinant A3G, ssDNA deamination FAM/TAMRA fluorescence. inhibition, % at 20 µM. 330,000 compounds, 0.28% hits;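 active = inhibition of at least 40% at 20 µM, with no more than 30% in the related APOBEC3A deaminase screen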;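 also: plate controls were DMSO wells with A3G for no effect and wells lacking A3G enzyme for full effect; some compounds called inactive have numbers as strong as hits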
mIAP inh – inhibitors of mouse IAP, primary screen, biochemical, luminescence, uHTS | purified mouse IAP, CDP-Star luminescence, 30 min | 330,000 compounds, 0.2% hits | intestinal alkaline phosphatase [Mus musculus] | inhibition, % at 10 µM;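 active = inhibition of at least 40% at 10 µM in the primary screen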;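 also: plate controls were DMSO with enzyme for no effect and no enzyme wells for full effect; values of inactives mirror those of a sister screen read the other way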
mIAP act – activators of mouse IAP, primary screen, biochemical, luminescence, uHTS | muIAP, CDP-Star luminescence, 30 min; stronger effect = higher value; 1 = vehicle-only enzyme signal, 0 = enzyme-free wells | AID 2805, 2010 | activation factor at 10 µM | 330,000 compounds, 0.24% hits | intestinal alkaline phosphatase [Mus musculus];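 active = activation factor of at least 2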; also: the source names both 10 and 20 µM as test concentration; values of inactives mirror those of a sister screen read the other way
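System: mouse IAP enzyme. Reagent: CDP-Star chemiluminescent phosphatase substrate. Benchmarks: DMSO wells, no-enzyme wells. Times: 30 min enzyme-substrate-compound incubation at room temperature. Detection: luminescence from enzymatic CDP-Star hydrolysis. Doses: test compounds delivered from DMSO solution.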
A3A deaminase – APOBEC3A ssDNA deaminase inhibitors, primary screen, selectivity assay for APOBEC3G inhibitor project, biochemical, FAM/TAMRA oligo cleavage fluorescence; DNA dC->dU-editing enzyme APOBEC-3A (Homo sapiens), P31941; recombinant A3A, FAM/TAMRA ssDNA deamination fluorescence; inhibition, % at 20 µM; 330,000 compounds, 0.41% hits; AID 493011, 2011;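 active = at least 40% inhibition at 20 µM here, with at most 30% in a related deaminase screen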;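 also: plate controls were A3A with DMSO for no effect and wells lacking A3A enzyme for full effect; some results filed as inactive read as strong as hits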
Target sequence (P31941 whole entry, looked up): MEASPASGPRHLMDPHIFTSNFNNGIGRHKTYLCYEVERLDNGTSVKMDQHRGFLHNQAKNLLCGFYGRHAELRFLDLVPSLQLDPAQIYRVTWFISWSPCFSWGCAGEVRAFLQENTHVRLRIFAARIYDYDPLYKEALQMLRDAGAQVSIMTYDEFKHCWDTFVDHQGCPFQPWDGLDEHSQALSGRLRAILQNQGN
hIAP block – human IAP inhibitors, primary screen, biochemical, luminescence, uHTS | purified IAP, CDP-Star luminescence, 30 min | inhibition, % at 10 µM | 330,000 compounds, 0.12% hits;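 active = inhibition reaching a set limit with compound at 10 µM in the primary screen, cut at about 35% in these data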;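 also: plate controls were DMSO wells with enzyme for no effect and no-enzyme buffer wells for full effect; values of inactives mirror those of a sister screen read the other way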
SENP1 FRET inh – human SENP1 catalytic domain inhibitors, primary screen, biochemical, FRET, uHTS | AID 624204, 2012 | inhibition, % at 10 µM | Sentrin-specific protease 1 (Homo sapiens), Q9P0U3 | 360,000 compounds, 0.21% hits | recombinant SENP1 catalytic domain, CyPet-SUMO1-YPet FRET cleavage;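 active = inhibition at least 30% at 10 µM, raw YFP signal under a set limit, fluorescence ratio 0.5 to 1.5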;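 also: 0% = enzyme with DMSO and 100% = no enzyme wells; some results filed as inactive read as strong as hits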
Target sequence (Q9P0U3 419-644 limits assumed): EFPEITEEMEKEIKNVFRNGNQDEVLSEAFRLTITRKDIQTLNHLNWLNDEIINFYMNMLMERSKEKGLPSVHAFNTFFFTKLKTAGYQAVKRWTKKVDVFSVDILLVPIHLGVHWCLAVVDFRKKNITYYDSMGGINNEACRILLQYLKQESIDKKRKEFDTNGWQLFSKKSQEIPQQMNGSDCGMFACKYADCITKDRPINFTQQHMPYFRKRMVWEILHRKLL
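Test system: recombinant human SENP1 catalytic domain, His6-tagged / Medium: pH 8 Tris buffer with EDTA, NaCl, BME, BSA, NP40, catalase / Also added: SUMO1 FRET substrate flanked by Cypet and Ypet, 25 nM / Times: 50 min reaction at room temperature / Signal: FRET, CFP and YFP emission / Control set: no-enzyme low control and enzyme-plus-DMSO high control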
MIN6 prolif – inducers of MIN6 beta-cell proliferation, primary screen, ATP luminescence, uHTS | MIN6 cells proliferation, ATPlite luminescence, 48 h; cells starved in 0.2% serum; 100% = growth in 10% serum | proliferation, % at 10 µM | 330,000 compounds, 0.29% hits | AID 2380, 2010;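 active = compounds whose signal lies at least 3.5 SD above the mean of all wells on their plate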;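 also: 0% = DMSO-treated cells in low-serum medium and 100% = 10% serum control; some compounds called inactive have numbers as strong as hits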
An asterisk follows results filed as active; / = not tested or not shown.

SMILES	hIAP act	NLRP3 yeast inh	APOBEC3G inh	mIAP inh	mIAP act	A3A deaminase	hIAP block	SENP1 FRET inh	MIN6 prolif
CCOC(=O)C(C)(C)Oc1cccc2c1S(=O)(=O)c1ccccc1-2	1.2	20	-4	-3	1	0	-22	1	-2
Cc1nc2ccccc2c(=O)n1NC(=O)c1ccccc1F	1	9	-1	-13	1.1	3	-3	3	-4
O=C(CCn1nnc2ccccc21)OCC(=O)c1ccc([N+](=O)[O-])cc1	0.93	8	-9	6	0.94	-3	8	2	-3
CCOC(=O)c1cnc2c(C)c(Cl)ccc2c1N1CCOCC1	1.1	29	-13	-3	1	-3	-6	0	-2
COc1cccc(C(C2=C(O)CC(C)(C)CC2=O)C2C(=O)CC(C)(C)CC2=O)c1 (configuration not stated)	1.1	1	-13	2	0.98	-6	-5	2	0
O=C(COC(=O)c1ccc(S(=O)(=O)Nc2ccccc2)cc1)NC1CCCC1	1.1	0	-5	3	0.97	-2	-7	2	5
CCCN1Cc2cccc(C(=O)Nc3ccc4c(c3)OCO4)c2C1=O	1	13	2	-4	1	2	-1	-2	11*
CCCn1c(C(C)C)n[nH]c1=S	1.1	-1	-10	-4	1	-7	-8	1	-1
CCSc1nnc(C)c2ccccc12	1.1	0	-4	6	0.94	-11	-8	2	0
COc1ccc(N2CCN(C(=O)CCC(=O)N3CC(C)Oc4ccc(C)cc43)CC2)cc1 (configuration not stated)	0.98	14	0	2	0.98	5	2	1	-1
N#C/C(=C(/O)C(Cl)c1ccccc1)c1nc2ccccc2s1 (configuration not stated)	0.75	-3	-7	12	0.88	-3	25	-15	-2
O=C(O)c1ccc(-c2noc(-c3ccccc3C(F)(F)F)n2)cc1	0.99	-18	-6	-1	1	-5	1	0	-1
Cc1nnc(SCC(=O)Nc2ccc(N(C)C)cc2)n(N)c1=O	1.1	21	-2	6	0.94	-1	-12	-1	-4
Cc1nc(NC(=O)CC(C)C)sc1-c1csc(Nc2ccc(Cl)cc2Cl)n1	1	10	-6	13	0.87	-2	-2	-23	-8
CCC(C)NC(=O)Cn1c(=O)n(CCCC(=O)NCc2ccccc2Cl)c(=O)c2ccccc21 (configuration not stated)	0.98	21	-4	-6	1.1	0	2	1	-2
O=C(O)/C=C/c1cn(-c2ccccc2)nc1-c1cc2ccccc2o1	0.85	-2	-6	9	0.91	-4	15	-1	-3
O=[N+]([O-])c1ccc(Cl)cc1NCCCN1CCOCC1	1.1	6	-8	5	0.95	0	-12	3	3
Cc1csc(=O)n1CCC(=O)OCC(=O)c1c(N)n(C)c(=O)n(C)c1=O	0.96	32	-10	4	0.96	-1	4	-2	-2
O=c1c(-c2ccccc2Cl)coc2c(CN3CCCCC3)c(O)ccc12	0.87	-1	-7	1	0.99	1	13	-4	-6
C=CCn1c(SCC(=O)Nc2ccccc2-c2ccccc2)nc2cc(C(=O)O)ccc2c1=O	0.92	12	-6	6	0.94	-3	8	2	-2
O=C(CSc1ccccc1)Nc1ccc2sccc2c1	0.87	37	-4	-12	1.1	-6	13	1	-5
Cc1ccc(C(=O)NCCCn2ccnc2)cc1C	0.94	15	-7	-6	1.1	-3	6	2	-2
COc1ccccc1C(=O)Nc1ccc(Nc2ccccc2)cc1	0.93	20	-1	-6	1.1	-3	7	14	-1
COc1ccccc1C(=O)NCCC(=O)Nc1ccc(S(=O)(=O)N2C(C)CCCC2C)cc1 (configuration not stated)	0.86	1	-8	-14	1.1	1	14	0	-2
COc1ccc(-c2nnc(SCC(=O)NC3CCCC3)n2C)cc1	1	14	-5	5	0.95	-2	-4	0	0

In the list so far, these have an aryl methoxy group:
SMILES	hIAP act	NLRP3 yeast inh	APOBEC3G inh	mIAP inh	mIAP act	A3A deaminase	hIAP block	SENP1 FRET inh	MIN6 prolif
COc1cccc(C(C2=C(O)CC(C)(C)CC2=O)C2C(=O)CC(C)(C)CC2=O)c1 (configuration not stated)	1.1	1	-13	2	0.98	-6	-5	2	0
COc1ccc(N2CCN(C(=O)CCC(=O)N3CC(C)Oc4ccc(C)cc43)CC2)cc1 (configuration not stated)	0.98	14	0	2	0.98	5	2	1	-1
COc1ccccc1C(=O)Nc1ccc(Nc2ccccc2)cc1	0.93	20	-1	-6	1.1	-3	7	14	-1
COc1ccccc1C(=O)NCCC(=O)Nc1ccc(S(=O)(=O)N2C(C)CCCC2C)cc1 (configuration not stated)	0.86	1	-8	-14	1.1	1	14	0	-2
COc1ccc(-c2nnc(SCC(=O)NC3CCCC3)n2C)cc1	1	14	-5	5	0.95	-2	-4	0	0

Reformatted with values under each structure: 2 of the compounds above
Results follow in this order: hIAP act	NLRP3 yeast inh	APOBEC3G inh	mIAP inh	mIAP act	A3A deaminase	hIAP block	SENP1 FRET inh	MIN6 prolif
O=C(CCn1nnc2ccccc21)OCC(=O)c1ccc([N+](=O)[O-])cc1
 : 0.93	8	-9	6	0.94	-3	8	2	-3
Cc1nc2ccccc2c(=O)n1NC(=O)c1ccccc1F
 : 1	9	-1	-13	1.1	3	-3	3	-4

More compounds follow.
SMILES	hIAP act	NLRP3 yeast inh	APOBEC3G inh	mIAP inh	mIAP act	A3A deaminase	hIAP block	SENP1 FRET inh	MIN6 prolif
Cc1ccccc1NC(=O)CSc1nnc(Cc2cccn2C)n1-c1ccc(F)cc1	0.92	23	-4	5	0.95	-5	8	1	0
COc1ccc(CCNC(=O)c2ccc(CS(=O)Cc3ccc(C)cc3)o2)cc1OC (configuration not stated)	1.1	2	-7	2	0.98	-4	-8	2	0
Cc1ccc(NC(=O)Nn2cnnc2)cc1Cl	0.87	5	-8	6	0.94	-5	13	3	0
COc1ccc(/C=N/Nc2nc(-c3ccc(Cl)cc3)cc(C(F)(F)F)n2)cc1OC	0.83	14	-5	18	0.82	3	17	0	-6
COc1cc(NC(=O)C2CC2)c(OC)cc1NC(=O)c1ccco1	0.97	5	-5	1	0.99	-3	3	2	-1
COc1cc(/C=N/Nc2nc(C)cc(=O)[nH]2)cc(OC)c1O	1.1	-9	-5	4	0.95	-2	-10	3	-2
COc1ccccc1NCC(=O)N/N=C/C=C/c1ccccc1	1.4	17	-4	15	0.85	-2	-43	0	-2
Cc1ccc(NC(=S)Nc2ccc(S(=O)(=O)Nc3ncccn3)cc2)cc1Cl	0.85	0	-9	-46	1.5	-3	15	/	2
CCc1cccc(CC)c1C(O)c1cccnc1 (configuration not stated)	0.95	16	-3	7	0.93	3	4	0	0
CC(C)(C)c1ccc(N/N=C(\C#N)S(=O)(=O)C(C)(C)C)cc1	0.93	-1	-5	8	0.92	-4	7	-1	-3
O=C(c1ccc(=O)oc1)N1CCCc2ccccc21	0.95	17	15	21	0.79	71*	5	-45	-3
CC(=O)Nc1ccc(C(=O)CSc2nnc(C)o2)cc1	1	19	-6	8	0.92	-4	-1	-5	-1
O=C(O)c1cccc(CN2C(=O)S/C(=C/c3cccc([N+](=O)[O-])c3)C2=O)c1	1.1	0	-6	4	0.96	-1	-11	2	-5
O=C(Nc1cccnc1Cl)c1cc(-c2ccc(Br)cc2)on1	1	18	-1	3	0.97	2	-2	1	-2
CC1CCN(C(=O)COC(=O)c2cc3ccccc3cc2O)CC1	1.6	9	-2	9	0.91	-1	-58	2	0
COC(=O)c1ccc(COc2cc(O)c3c(c2)OC(C)(C)CC3=O)cc1	0.94	18	-4	8	0.92	0	6	-1	-4
Cc1cc(NS(=O)(=O)c2ccccc2)c([N+](=O)[O-])cc1C	0.84	2	-6	1	0.99	-1	16	-1	-3
Cc1ccccc1/C=N/N1CCN(c2ccccc2)CC1	0.87	9	-4	3	0.97	-1	13	0	0
COc1ccc(-n2cnnc2SCC(=O)Nc2cc(S(=O)(=O)N3CCCCC3)ccc2C)cc1	0.86	-5	-9	-8	1.1	-3	14	3	3
CCOC(=O)[C@H]1[C@H]2COc3ccc(Cl)cc3[C@@H]2N2C(=O)[C@@H](CO)NC(=O)[C@@]12C	1.1	15	-5	-2	1	2	-7	0	1
CCOC(=O)N1CCN(C(=O)c2ccccc2NC(=O)c2ccc(OC)cc2)CC1	1	0	-6	3	0.97	0	-2	-3	0
CC(=O)c1cc(-c2ccccc2)n(CC(=O)NCc2cccs2)c1C	1	-12	-4	-2	1	-3	-2	0	-1
CN1CCN(c2nc(-c3ccc(Cl)cc3)nc3ccccc23)CC1	1.1	33	-8	5	0.95	-4	-7	-1	-6
CCN1CCN(c2ccc(NC(=O)c3cccnc3)cc2Cl)CC1	0.81	16	-1	7	0.93	-1	19	1	-2
C[C@H](CO)N1C[C@H](C)[C@@H](CN(C)S(C)(=O)=O)Oc2ccc(NC(=O)NC3CCCCC3)cc2C1=O	1.1	16	-8	4	0.96	-1	-12	-1	-4

The listing continues.
SMILES	hIAP act	NLRP3 yeast inh	APOBEC3G inh	mIAP inh	mIAP act	A3A deaminase	hIAP block	SENP1 FRET inh	MIN6 prolif
CCOC(=O)N1CCC(Nc2c(OCC)c(=O)c2=O)CC1	1.1	26	-9	-10	1.1	-3	-6	1	0
CC(C)(C)CC(=O)Nc1ccc(Nc2ccccc2)cc1	1.2	20	-4	-10	1.1	-3	-18	3	-5
O=C(Cc1ccc(S(=O)(=O)N2CCOCC2)s1)N1CCN(S(=O)(=O)c2cccc(Cl)c2)CC1	0.94	18	-8	0	0.99	6	6	-2	-3
COC(=O)c1cc(Cl)c(NS(=O)(=O)c2ccccc2)cc1OC	0.81	-10	6	-3	1	1	19	1	-1
COc1ccc(OCCOC(=O)CNC(=O)c2ccc(Cl)cc2Cl)cc1	1.2	27	6	-7	1.1	5	-16	2	-4
O=C(C[n+]1ccccc1)Nc1nc2ccccc2s1	1.2	11	0	-4	1	2	-17	1	-2
COc1ccc(-c2nsc(C(=O)N(c3ccc(F)cc3)C(C(=O)NC3CCCC3)c3ccc(OC)cc3)c2N)cc1 (configuration not stated)	0.98	4	-5	2	0.98	0	2	2	-4
CC(C)(C)c1ccc(COC(=O)CNC(=O)CNC(=O)Cc2ccccc2)cc1	0.95	12	-8	-6	1.1	-7	5	3	-3
Cc1cc(N2CCN(C/C=C/c3ccccc3)CC2)n2ncnc2n1	0.98	9	-10	-4	1	-6	2	-1	3
COc1ccccc1NC(=O)CSc1nnnn1-c1ccc(C(=O)O)cc1	0.94	12	-4	-6	1.1	0	6	2	0

Source: PubChem BioAssay (Sanford-Burnham Center for Chemical Genomics)

An excerpt (hit frequency here may not be typical).
